# GLD-1 RNA inh = GLD-1-TGE RNA interaction inhibition (C. elegans); hit rate 0.44% among 320,000; AID 2280; purified GLD-1 + fluorescein TGE RNA, fluorescence polarization; inhibition, % at 5.96 µM;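 active = percent inhibition above a per-plate cutoff, the plate mean of test compounds plus 3 SD, cut at about 30% in these data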;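 note: 0% = DMSO wells with GLD-1 and probe and 100% = wells lacking GLD-1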
# Target sequence (Q17339 whole entry, looked up): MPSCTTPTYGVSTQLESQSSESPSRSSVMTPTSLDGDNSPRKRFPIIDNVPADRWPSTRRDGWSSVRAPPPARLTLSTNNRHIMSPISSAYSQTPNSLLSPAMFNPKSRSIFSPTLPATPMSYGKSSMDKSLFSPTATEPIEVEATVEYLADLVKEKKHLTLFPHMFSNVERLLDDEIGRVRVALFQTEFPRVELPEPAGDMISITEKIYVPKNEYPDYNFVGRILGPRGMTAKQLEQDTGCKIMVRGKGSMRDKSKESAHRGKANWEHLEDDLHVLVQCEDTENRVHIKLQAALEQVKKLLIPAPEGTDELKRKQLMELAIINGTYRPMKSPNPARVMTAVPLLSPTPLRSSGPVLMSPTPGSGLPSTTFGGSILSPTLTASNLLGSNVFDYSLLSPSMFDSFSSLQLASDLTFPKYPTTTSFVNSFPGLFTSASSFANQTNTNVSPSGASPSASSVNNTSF
# GRK2 inh = human GRK2 inhibition via aptamer displacement. P25098. bead flow cytometry, FAM-aptamer displacement from GRK2. inhibition of aptamer binding, % at 10 µM. hit rate 0.59% among 330,000. AID 488847;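 active = inhibition of aptamer binding above 40%, roughly 3 SD of noise, on plates passing a quality check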;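 note: median bead fluorescence of bound FAM aptamer so fluorescent compounds give negative values; no value below 0 was filed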
# MCL1 BIM primary = inhibitors of human MCL1 binding to BIM-BH3 peptide. Q07820. GST-MCL1 / FITC-Bim-BH3 fluorescence polarization. inhibition, % at 10.9 µM. hit rate 0.68% among 320,000;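 active = inhibition above the mean inhibition of all tested compounds plus 3 SD, set per campaign, cut at about 40% in these data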;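 note: 0% = DMSO wells and 100% = unlabeled Bim-BH3 peptide control; higher means more loss of mP so more displacement of Bim peptide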
# Target sequence (Q07820 whole entry, looked up): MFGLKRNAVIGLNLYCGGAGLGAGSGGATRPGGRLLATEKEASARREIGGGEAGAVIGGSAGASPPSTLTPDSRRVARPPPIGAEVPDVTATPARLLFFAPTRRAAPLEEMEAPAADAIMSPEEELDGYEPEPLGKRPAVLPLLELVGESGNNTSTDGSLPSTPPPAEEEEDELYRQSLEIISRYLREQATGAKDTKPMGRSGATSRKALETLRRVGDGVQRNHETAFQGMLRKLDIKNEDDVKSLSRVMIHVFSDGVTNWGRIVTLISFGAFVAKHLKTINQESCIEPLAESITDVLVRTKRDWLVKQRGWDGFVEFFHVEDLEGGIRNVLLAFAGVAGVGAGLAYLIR
# Fam108B inh = Fam108B inhibition, counter-screen for RBBP9 inhibitors. recombinant Fam108B, FP-Rh probe fluorescence polarization. inhibition, % at 9.51 µM. hit rate 0.33% among 300,000;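 active = inhibition above the screen mean inhibition plus 3 SD, computed separately per campaign, cut at about 18% in these data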;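 note: inhibitors lower polarization as less probe binds the enzyme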
# VLA-4 inh = inhibition in a human VLA-4 binding assay. P13612. VLA-4 expressing cells, ligand binding flow cytometry. inhibition, % (about 7 µM as worked out from the volumes in the protocol). hit rate 0.2% among 330,000; in the data active = inhibition above about 50%
# AGP1 TOR yeast = alters AGP1-GFP fluorescence in TOR pathway yeast screen; S. cerevisiae AGP1-GFP multiplex flow cytometry, 3 h; GFP as percent of DMSO wells; GFP response vs DMSO, % at 10 µM; hit rate 0.02% among 320,000; AID 2066;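 active = GFP response relative to DMSO above a set limit, near screen average plus 3 SD, cut at about 150% in these data; inconclusive = fewer than 70 cells counted for the yeast strain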;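 note: median GFP channel fluorescence of the gated AGP1 strain per well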
# BCLXL inh = inhibitors of human Bcl-xL. Q07817. GST-Bcl-xL / FITC-Bim BH3 peptide fluorescence polarization. inhibition, % at 10.9 µM. hit rate 0.7% among 320,000. AID 2129;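 active = inhibition above the mean of all tested compounds plus 3 SD, cutoff set per campaign, cut at about 30% in these data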;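 note: 0% = DMSO wells and 100% = unlabeled Bim-BH3 peptide competitor; inhibitors lower millipolarization by displacing the labeled peptide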
# Target sequence (Q07817 whole entry, looked up): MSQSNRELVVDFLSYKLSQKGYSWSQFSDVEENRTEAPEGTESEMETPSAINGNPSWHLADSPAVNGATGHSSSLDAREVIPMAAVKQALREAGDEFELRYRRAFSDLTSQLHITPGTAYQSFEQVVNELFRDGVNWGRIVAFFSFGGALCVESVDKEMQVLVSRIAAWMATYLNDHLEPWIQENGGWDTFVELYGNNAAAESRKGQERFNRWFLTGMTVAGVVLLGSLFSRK
# CIT2 TOR yeast = modulators of TOR pathway CIT2-GFP in S. cerevisiae; GFP response vs DMSO, % at 10 µM; S. cerevisiae CIT2-GFP strain, flow cytometry, 3 h; 100 means same as DMSO wells; hit rate 0.065% among 320,000; AID 2029;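 active = GFP response relative to DMSO above a set limit, near the screen mean plus 3 SD, cut at about 150% in these data; inconclusive = Fewer than 70 cells measured for a yeast strain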;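 note: ratio of well median GFP fluorescence to mean of DMSO wells on the plate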
# MEX-5 binding = C. elegans MEX-5 TCR-2 RNA binding activity; AID 1832; activity score (negative = inhibition of binding), % at 10 µM; MEX-5/FITC-TCR2 RNA binding, fluorescence polarization; hits give low values; hit rate 0.38% among 300,000;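 active = inhibition past about -25% in most replicates, and total fluorescence under double the plate's negative control median, limit read from the data; inconclusive = replicates evenly split on the limit, or fluorescence at least double controls; inactive = too little inhibition in most replicates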;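 note: 0% = DMSO and -100% = 5 µM competing unlabeled TCR2 RNA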
# The depositor's hits bear a star; ? = inconclusive; nt = no result given; + = active, no number.
SMILES,GLD-1 RNA inh,GRK2 inh,MCL1 BIM primary,Fam108B inh,VLA-4 inh,AGP1 TOR yeast,BCLXL inh,CIT2 TOR yeast,MEX-5 binding
O=C(NCc1ccc(F)cc1)c1cc(-c2ccco2)on1,-18,0,-2,0,-17,96,-1,108,0.1
C=CCn1c(-c2ccccc2OCC)n[nH]c1=S,-4,1,-6,7,-2,97,-12,92,2.1
CCCCC(=O)Nc1ccc(C)c(S(=O)(=O)N2CCCCCC2)c1,2,0,-11,nt,5,106,-4,97,nt
O=C(c1cnccn1)N(Cc1ccco1)C1(C(=O)NC2CCCCC2)CCCCC1,6,1,-3,-3,9,105,1,102,0.6
CC(C(=O)NCc1ccccc1)N1CCN(c2ccc(F)cc2)CC1 (stereo unspecified),-5,0,-11,2,11,107,3,104,2.4
N=C1C(c2nc3ccccc3[nH]2)=C(O)CN1NC(=O)COc1cccc(F)c1,-7,4,-3,2,22,101,-1,95,1.3
Cc1cc(C)c(Cn2c3ccccc3c3cnn(CC(=O)NCCN4CCOCC4)c(=O)c32)c(C)c1,8,0,7,-8,5,110,7,107,-1.2
Cc1ccc(NC(=O)CN2C(=O)NC3(CCc4ccccc43)C2=O)cc1Cl (stereo unspecified),8,0,1,-1,0,105,6,100,-1.3
O=C(CN1CCN(C(C(=O)Nc2ccc(F)cc2)c2ccccc2)CC1)NC1CC1 (stereo unspecified),1,0,4,nt,8,86,5,92,nt
CC(C)C[C@H](NC(=O)OC(C)(C)C)C(=O)N[C@@H](CO)[C@H](O)[C@@H]1C[C@@H]1C(=O)NC1CCCCC1,11,0,-2,4,22,92,1,97,-1.1
c1ccc(-c2noc(-c3ccno3)n2)nc1,5,0,1,-1,7,105,6,103,3.0
COC(=O)[C@H]1Cc2cnoc2C[C@]1(C)C(=O)O,1,0,4,-1,-17,103,8,108,0.8
O=C(c1ccccc1)c1nn(-c2ccc(Cl)cc2)c(=O)cc1C(F)(F)F,-3,0,-1,5,20,101,1,84,1.7
COc1ccc(NC(=O)c2cc3ccccc3oc2=O)c(OC)c1,9,0,-2,-5,-4,91,3,103,1.0
COc1ccc(CNC(=S)NC(C)CCc2ccccc2)cc1 (stereo unspecified),-2,0,10,-3,-1,103,7,92,1.2
CC1=NN(c2ccccc2)C(=O)C1C(=O)c1ccc([N+](=O)[O-])cc1 (stereo unspecified),1,1,0,4,1,96,2,104,1.3
OCCN1CCN(CCCN2c3ccccc3Sc3ccc(C(F)(F)F)cc32)CC1,8,0,17,2,-2,86,10,85,4.8
Cc1ccc(-n2nnnc2SCC(=O)NC2CCCc3ccccc32)cc1 (stereo unspecified),-4,0,3,3,15,112,2,85,-1.9
CN(Cc1cn(C)nc1-c1ccccc1F)Cc1nccn1C,-1,2,1,2,3,83,-1,107,2.2
CC(=O)Nc1ccc(S(=O)(=O)NC2=C(N3CCN(c4ccc(F)cc4)CC3)C(=O)c3ccccc3C2=O)cc1,11,3,4,12,11,98,13,89,-1.4

# Pulled by compound from the list above (2):
SMILES,GLD-1 RNA inh,GRK2 inh,MCL1 BIM primary,Fam108B inh,VLA-4 inh,AGP1 TOR yeast,BCLXL inh,CIT2 TOR yeast,MEX-5 binding
O=C(CN1CCN(C(C(=O)Nc2ccc(F)cc2)c2ccccc2)CC1)NC1CC1 (stereo unspecified),1,0,4,nt,8,86,5,92,nt
N=C1C(c2nc3ccccc3[nH]2)=C(O)CN1NC(=O)COc1cccc(F)c1,-7,4,-3,2,22,101,-1,95,1.3

# (more compounds)
SMILES,GLD-1 RNA inh,GRK2 inh,MCL1 BIM primary,Fam108B inh,VLA-4 inh,AGP1 TOR yeast,BCLXL inh,CIT2 TOR yeast,MEX-5 binding
COc1ccc(S(=O)(=O)N2CCCC(C(=O)NCCC(C)C)C2)cc1 (stereo unspecified),6,0,4,-1,11,100,2,82,0.5
C=CCn1c(-c2cc(-c3ccc(C)cc3)nc3ccccc23)n[nH]c1=S,4,3,-8,1,-4,96,-17,81,1.2
COc1cc(OC)cc(-c2c(C#Cc3ccsc3)c3cc(-c4ccc(C(N)=O)cc4)ccc3n2C)c1,-18,6,-3,nt,18,90,-6,86,nt
Cc1nc2ccccc2c(=O)n1-c1ccc(F)c(NC(=O)c2cccs2)c1,-2,0,4,-3,5,100,7,87,-3.1
NC(=O)C1CCN(CC(=O)Nc2ccccc2Sc2ccccc2)CC1,1,9,-5,2,0,103,5,105,nt
CCCCNC(=O)CSc1nnc(-c2ccco2)n1C,-1,0,-4,-4,-4,105,0,100,-1.0
CN(CC(=O)NCCCN1CCOCC1)S(=O)(=O)c1ccc(Br)cc1,4,0,5,2,-1,90,5,92,1.6
Cc1cnnc2ccc3c(no[n+]3[O-])c12,-2,0,16,7,-3,106,12,101,-0.8
CCC1(c2ccccc2)NC(=O)N(CC(=O)Nc2ccc(OC)nc2)C1=O (stereo unspecified),124*,3,+,-2,7,103,167*,109,?
O=C(NCc1ccncc1)C(=O)Nc1nccs1,2,4,-2,-1,4,104,-9,97,3.4
COc1ccc(N=NC2=C(O)CC(C)(C)CC2=O)cc1,-9,0,-8,2,-1,100,-6,106,7.8
Fc1cccc(-c2nn[nH]n2)c1,10,0,2,2,-6,101,-3,105,-2.9
CN(C(=O)c1ccc(COc2ccccc2Br)o1)c1ccccc1,1,0,3,1,0,99,4,100,0.0
O=C(NCc1ccco1)/C(=C\c1ccco1)NC(=O)c1ccccc1Cl,4,1,0,1,3,100,3,101,0.9
CCCCN(C(=O)CSc1n[nH]c(-c2ccc(C)cc2)n1)c1c(N)n(CCCC)c(=O)[nH]c1=O,0,1,-8,0,-10,104,1,95,0.9
CNS(=O)(=O)c1cc(-c2nnc(Nc3ccc(NC(C)=O)cc3)c3ccccc23)ccc1C,1,0,-1,4,-6,72,4,99,-2.1
O=C(Cc1cc(=O)[nH]c(=O)[nH]1)NCc1ccc(Cl)cc1,2,0,-7,0,29,99,-1,88,2.4
C=CCn1c(N2CCCCCC2)nc2c1c(=O)[nH]c(=O)n2C,0,0,11,-4,-6,?,1,?,-2.9
CCCCOC(=O)Nc1ccc(S(=O)(=O)Nn2cnnc2)cc1,0,0,3,5,6,?,2,?,-0.7
CCc1cc2cccc(C)c2nc1SCC(=O)N1CCN(C(=O)c2ccco2)CC1,0,6,6,4,2,92,12,102,-0.5
CCCN1CCC(=O)N([C@H](CN=[N+]=[N-])Cc2ccccc2)CC1,3,0,10,1,-7,102,12,97,1.6
O=C(NNC(=O)c1ccc(Cl)c(Cl)c1)c1cccnc1,0,0,7,-3,8,102,2,102,0.6
Cn1c(SCC(=O)Nc2sccc2C#N)nnc1C1CC1,10,0,nt,nt,2,109,nt,99,nt
Cn1nccc1/C=C(/C#N)S(=O)(=O)c1ccccc1,15,1,10,-2,1,100,18,106,-13
CCCCCC(=O)O/N=C(\C)c1ccn(S(=O)(=O)c2ccccc2)c1,7,0,-4,0,0,95,5,97,0.2
COc1ccc(Nc2cc(Sc3ccc(OC)cc3)ncn2)cc1,-5,46*,-3,8,4,90,-3,86,-0.7
Cn1nnnc1SCC(=O)N1CCN(S(=O)(=O)c2ccccc2)CC1,2,3,0,-1,51*,98,1,96,1.6
Cc1ccccc1CS(=O)(=O)Cc1ccc(C(=O)NC2CCCCC2)o1,1,0,1,0,12,98,7,98,-3.3
CCOC(=O)C(CSCc1ccccc1)NC(=O)OC(C)(C)C (stereo unspecified),-1,2,4,-5,1,103,3,98,-2.4
O=S(=O)(N1CCCCC1)n1nnc2ccccc21,8,3,1,1,7,114,6,106,0.9
COc1cccc(C(C#N)N2N=C(C)CC2(C)C)c1O (stereo unspecified),5,3,4,-1,19,100,7,94,-0.7
CCCCc1cc(=O)oc2c(C)c(OCC(=O)N3CCC(C(=O)O)(c4ccccc4)CC3)ccc12,-7,0,4,12,-4,100,7,101,1.0
COc1cc(SC)ccc1C(=O)N(Cc1ccccc1)c1ccccn1,-5,4,3,1,11,73,9,108,-1.1
CCCN1CCC(Oc2cccc(C(=O)NCCc3ccccc3)c2)CC1,-4,0,-4,1,-1,103,-2,97,-1.7
COc1c(OC)c(O)c2c(=O)c(O)c(-c3ccccc3)oc2c1OC,4,1,0,0,-3,98,2,94,-0.9
O=C1c2cccnc2C(=O)N1Cc1ccc(F)cc1,9,0,10,3,-8,100,4,107,-4.3
CCOC(=O)c1ccc(Oc2c(C)oc3cc(OS(C)(=O)=O)ccc3c2=O)cc1,-3,0,3,4,0,109,2,111,1.0
CCn1c(=O)n(CC(=O)Nc2ccc(F)cc2)c(=O)c2ccccc21,-3,0,14,-1,7,97,5,99,0.4
COc1cc(OC)c(NC(=O)c2ccc(Br)o2)cc1Cl,6,0,-1,-5,0,98,0,107,0.1
CCN1CC(CN(C)Cc2nc(-c3ccco3)oc2C)CC1=O (stereo unspecified),-1,3,1,-3,5,94,4,98,-0.5
Cc1nc(NC(=S)NC(=O)c2cccs2)ccc1Br,2,2,7,-1,40,95,-2,100,-0.1
O=C1c2ccccc2C(=O)N1CCCCON1C(=O)c2ccccc2C1=O,-4,4,8,0,6,99,1,101,0.9
CCOC(=O)N1CCc2c(sc3nc4n(c(=O)c23)N=C(c2ccc(OC)cc2)CS4)C1,-2,3,-5,-4,-3,102,8,99,0.3
COC(=O)c1ccc(-c2csc(NC(=O)c3ccc(S(=O)(=O)N4CCc5ccccc5C4)cc3)n2)cc1,4,2,0,-1,19,104,3,102,-0.5
O=C(OCC(=O)c1ccc[nH]1)c1ccc([N+](=O)[O-])cc1,9,2,-13,nt,-2,93,-6,89,nt
Cc1ccc(C(=O)N/N=C2\CCCc3ccccc32)c(C)c1,1,1,0,3,-9,89,6,103,1.0
O=C(/C=C/c1ccccc1)c1ccccc1,3,3,6,0,12,74,2,81,-2.1
Cc1nnc2n1NC(c1ccc(Cl)cc1)C(C(=O)N1CCC(C)CC1)S2 (stereo unspecified),2,2,-7,1,5,103,-2,103,-0.3
COC(=O)/C=C1\N/C(=N\c2nc(C)cc(C)n2)N(c2ccc(Cl)cc2)C1=O,10,2,6,0,3,100,0,87,-3.5
COc1cccc(CN(C)C(=O)c2ccc(N3CCCC3)c([N+](=O)[O-])c2)c1,2,0,0,-2,-6,94,2,93,1.0
O=C(N=C1SC2CS(=O)(=O)CC2N1c1cccc(F)c1)C1CC1 (stereo unspecified),-4,3,3,1,1,100,3,96,-0.6
O=C(CN1C(=O)S/C(=C\c2ccc(O)cc2)C1=O)c1ccccc1,0,0,1,-1,2,106,2,93,-5.2
O=C(OCc1ccccc1)c1cnc(Cl)c(Cl)c1,3,0,6,0,0,103,5,104,3.1
CCOCCCNC(=O)/C(C#N)=C/c1ccccc1F,7,0,6,-2,41,103,-3,104,0.2
Cc1ccc(-c2noc(Cn3nc(C(=O)O)c4ccccc4c3=O)n2)cc1,3,1,1,2,0,99,4,101,-0.8
CC(=O)OCC(OC(C)=O)C(OC(C)=O)C(OC(C)=O)C(=O)Nc1ccc(C)cc1C (stereo unspecified),-6,0,0,-3,8,97,1,97,0.6
Cn1cc(S(=O)(=O)N2CCC(C(N)=O)CC2)c(=O)n(C)c1=O,3,3,7,-3,-9,97,8,93,4.1
O=C(NCc1nc2ccccc2[nH]1)c1cccs1,-8,1,3,-4,7,100,3,98,-1.4
NC(=O)c1nc[nH]c1C(=O)Nc1cccc(C(F)(F)F)c1,4,0,7,nt,14,96,9,97,nt

# High-throughput results as filed in PubChem BioAssay.
